# PGC1a acetyl inh = PGC1a acetylation modulation, inhibitor mode | U2OS PGC1a acetylation, AlphaScreen anti-acetyl-lysine; with virally co-expressed GCN5 acetyltransferase | inhibition, % at 15.6 µM | 350,000 compounds, 0.17% hits;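 active = every replicate shows inhibition of at least 40%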;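 note: 0% = neutral control wells and 100% = positive control wells; some results beyond the cut were filed as inactive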
# Cneo AK release = Cryptococcus neoformans lysis via adenylate kinase release | 360,000 compounds, 0.2% hits | AID 651654 | C. neoformans lysis, adenylate kinase release luminescence, 4 h; normalised: neutral wells 0, clomiphene wells 100 | lysis activity, % at 15 µM;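 active = mean lysis activity across replicates of at least 80%, whatever share of replicates individually reach that level; inactive = mean lysis activity below 80%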
#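 Material: C. neoformans cells | Amount: Yeast cell density of 5 × 10^6 cells/mL | Medium: Fresh YPD growth medium | Dosing: Single dose | Times: Static 4 h at 37 °C with compound, 1 h detection | Detection: AK luminescence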
# PAX8 reporter = PAX8 transcriptional activity inhibition | RMG-I TPO-luciferase reporter, SteadyGlo, 24 h | inhibition, % at 12.6 µM | 360,000 compounds, 1.2% hits | AID 652154;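 active = mean replicate inhibition at least 60% with every replicate also reaching 60%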;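 note: luciferase light reporting Pax8 driven TPO promoter activity; plate controls were median of neutral control wells for no effect and mitoxantrone controls for full effect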
# PglD DTNB = PglD (C. jejuni) enzyme inhibition; inhibition, % at 12.5 µM; 360,000 compounds, 0.098% hits; purified PglD enzyme, DTNB colorimetric CoA detection; in the data active = inhibition above about 16%, passing the limit was not always enough; note: strong numbers were not always called active
# LGR2 inh = Drosophila LGR2 receptor signaling inhibition. HEK293 LGR2, CRE-luciferase, bursicon-stimulated, 4 h. inhibition, % at 9.99 µM. 380,000 compounds, 0.35% hits. AID 720647;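 active = drop in luminescence signal, shown as inhibition above about 50% in the replicate tests, limit read from the data, passing the limit was not always enough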;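 note: agonist challenge used bursicon conditioned medium at about half maximal strength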
# C2C12 statin = protects C2C12 myotubes from simvastatin toxicity | ATP luminescence, 48 h; scaled: DMSO 0, geranylgeraniol control 100 | rescue of ATP level, % at 7.49 µM | 330,000 compounds, 0.78% hits;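 active = mean ATP rescue above about 67%, or every replicate alone reaching that limit, limit read from the data, passing the limit was not always enough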;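 note: myotubes were challenged with 10 µM simvastatin during compound exposure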
# INS-1E GSIS act = primary screen for activators of insulin secretion dependent on glucose, INS-1E cells, GLuc reporter luminescence. 370,000 compounds, 0.61% hits. INS-1E GLuc reporter insulin secretion, 2-3 h. AID 743287. activation, % at 16.6 µM;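 active = lowest replicate activation of at least 40%, so every replicate reaches that level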;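 note: 0% = median of neutral control wells and 100% = median of IBMX positive control wells; some compounds called inactive have numbers as strong as hits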
# ARNT TACC3 PPI = ARNT/TACC3 interaction disruption; Q9Y6A5; AlphaScreen His-ARNT PAS-B/GST-TACC3 binding, luminescence; TACC3 fragment carries E629A point mutation; inhibition, % at 9.99 µM; 390,000 compounds, 0.66% hits;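 active = mean inhibition of replicates at least 50% and at least half of replicates each reaching 50%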;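 note: 0% = complete ARNT plus TACC3 wells and 100% = ARNT alone without TACC3; many hits fall short of the cut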
# * hit, by the source's call; x = no result given.
SMILES,PGC1a acetyl inh,Cneo AK release,PAX8 reporter,PglD DTNB,LGR2 inh,C2C12 statin,INS-1E GSIS act,ARNT TACC3 PPI
O=C(O)CCN1C(=O)c2ccc(NC(=O)COc3ccccc3)cc2C1=O,-15,-2,-11,0,9,3,5,-1
C#CCOCCOCCOCCNc1nc(N2CCN(C(=O)[C@H](CCC(=O)O)n3cc(C(N)[C@H](C)CC)nn3)CC2)nc(N2CCN(C(=O)[C@H](CCC(=O)O)n3cc(C(N)[C@H](C)CC)nn3)CC2)n1 (stereo partly drawn),6,4,11,-1,-11,-4,-2,-2
CCn1c(C)nc2cc(C(=O)OC(C(F)(F)C(F)F)C(F)(F)C(F)F)ccc21,-4,-1,x,5,x,-7,x,3
CCn1c(=O)c(C(=O)NNC(=O)c2cccc(Cl)c2)c(O)c2ccccc21,-3,3,-2,-1,-9,x,-14,3
CC(NC(=O)CCC1COc2ccccc2O1)c1ccccc1 (stereo not drawn),3,-2,x,-2,x,14,x,11
Cc1ccc(C(=O)/C=C/Nc2ccc(S(=O)(=O)Nc3cc(C)nc(C)n3)cc2)cc1,0,-1,-6,0,3,x,-30,-3
C[C@H](CO)N1C[C@H](C)[C@H](CN(C)CC2CC2)Oc2ccc(NC(=O)Cc3cn(C)c4ccccc34)cc2C1=O,-1,8,15,1,-3,-25,-4,6
Cc1ccc(C(C)CCN2CCC(n3nccc3NC(=O)c3ccccc3)CC2)o1 (stereo not drawn),5,1,18,-6,20,x,18,-6
Cc1nnc(NC(=O)c2ccc3c(c2)C(=O)N(CC2CCCO2)C3=O)s1 (stereo not drawn),-9,-6,x,-3,0,2,19,2
COc1ccc(C#Cc2ccc([C@H]3[C@H]4CN(C(C)=O)CC(=O)N4[C@H]3CO)cc2)cc1,1,x,-15,x,-6,x,-13,x
CCc1ccccc1NC(=O)CC1SCCNC1=O (stereo not drawn),x,x,8,x,-11,x,-7,-3
CCCNC(=O)Nc1ccc2c(c1)C(=O)N(C)[C@@H]1CC[C@H](CC(=O)NCC3CCCCC3)O[C@@H]1CO2,-2,-1,-2,3,3,-2,-8,-8
CSc1ccccc1NC(=O)C(C)N(C)CC(=O)N1CCN(Cc2ccccc2)CC1 (stereo not drawn),8,-1,-4,3,-8,4,14,-9
Cc1ccc(-c2nc3nc4ccccc4nc3n2Cc2ccco2)cc1,x,0,-64,-2,x,x,x,-90
CC(=O)N(C)C[C@@H]1Oc2cc(C#CC(C)C)ccc2S(=O)(=O)N([C@@H](C)CO)C[C@@H]1C,-7,1,x,2,-5,17,-2,-2
Cc1ccc(S(=O)(=O)N2CCC[C@H]2C(=O)NC2=NCCS2)cc1,-2,0,9,-9,0,-2,x,-4
COCC#Cc1cnc2c(c1)C(=O)N([C@@H](C)CO)C[C@H](C)[C@@H](CN(C)C(=O)Nc1ccc(OC)cc1)O2,4,0,1,-2,6,17,10,0
Cc1ccccc1NC(=O)c1ccc(COc2ccc3c(C)cc(=O)oc3c2)cc1,-2,0,-6,-1,-6,-106,58,-1
Cn1ncc2c(NCc3ccccc3)nc(NCCCO)nc21,2,-1,-14,0,3,-3,11,9
O=C(CN1CCN(S(=O)(=O)c2ccc(Br)cc2)CC1)Nc1ccc2c(c1)OCO2,-4,-4,x,1,x,11,x,2
CN(C)CC(=O)N[C@@H]1CC[C@H](CCNC(=O)C2CCC2)O[C@H]1CO,0,1,-4,-2,3,8,11,5
COC(=O)CCSCC(=O)N1N=C(c2ccc(OC)cc2)CC1c1cccc(OC)c1OC (stereo not drawn),x,x,6,x,-40,x,16,29
C[C@@H]1CN([C@@H](C)CO)S(=O)(=O)c2ccc(C3=CCCC3)cc2O[C@H]1CN(C)Cc1ccncc1,-6,0,x,-1,-10,-54,-28,8
CO[C@H]1CN(C)C(=O)c2cc(NC(C)=O)ccc2OC[C@@H](C)N(Cc2ccccc2F)C[C@H]1C,-7,2,x,-2,-28,-4,2,1
Cc1c(CCC(=O)O)c(=O)oc2cc(OCc3cccc(Cl)c3)ccc12,2,1,-9,1,-11,6,-8,-4
O=C(C[C@@H]1CC[C@@H]2[C@H](COC[C@@H](O)CN2Cc2ccc(Cl)cc2)O1)NCc1cccc(F)c1,-12,49,x,0,8,8,-25,7
Cc1ccc(C(C(=O)NC2CCCC2)N(C(=O)c2csnn2)c2ccccc2)o1 (stereo not drawn),x,1,-7,0,5,7,7,-4
C[C@@H]1CN([C@H](C)CO)C(=O)c2cccc(NC(=O)C3CCOCC3)c2O[C@@H]1CN(C)Cc1ccc2c(c1)OCO2,-2,0,-7,-3,-7,-4,7,x
CC(C(=O)Nc1ccc(F)c(F)c1F)N(C)CCOc1ccccc1 (stereo not drawn),-10,-1,-33,-1,0,29,-25,-6
COc1ccc(C(CNC(=O)c2ccc(S(=O)(=O)N(C)C)cc2)N(C)C)cc1 (stereo not drawn),4,x,-3,x,5,x,3,3
CCC(C(=O)OCC(=O)Nc1cccc(OC)c1)c1ccccc1 (stereo not drawn),-9,1,-4,4,1,0,-17,-7
CC(NC(=O)c1cc(COc2ccccc2)on1)c1nccs1 (stereo not drawn),-11,-2,-214,-4,-118,-2,38,8
COc1ccc(NC(=O)CN(C)C(=O)CNC(=O)Cc2cccc3ccccc23)cc1,5,1,13,1,0,2,6,-3
Cc1ccc(NC(=O)COC(=O)c2cccnc2)cc1,-1,0,3,4,0,1,-4,-6
COC(=O)Nc1sc(C(=O)N(C)C)c(C)c1C(=O)OC,x,2,x,0,-1,4,4,-3
COc1ccc(S(=O)(=O)N2CCc3ccccc32)cc1C(=O)Nc1ccc(NC(C)=O)cc1,5,-2,21,0,-5,-4,-4,6
COc1ccc(-c2cn(-c3ccc(Cl)cc3)c3[n+]2CCCCC3)cc1,x,x,40,x,-1,x,-2,-1
O=C(C1CCC1)N1CCN(c2cccc(C(F)(F)F)c2)CC1,x,-1,17,4,0,4,-25,8
Cn1c(SCC(=O)C(C)(C)C)nnc1-c1cccnc1,10,1,x,4,x,-2,x,-3
CCN1CCN(c2ncc(C(=O)Nc3ccccc3C(=O)OC)c3ccccc23)CC1,-20,1,-18,8,x,7,x,3
COc1ccc(S(=O)(=O)N2CCCCCC2)cc1C(=O)NCc1ccccc1Cl,-12,-2,6,-1,17,-39,-23,4
Oc1ccc(C=NC2CCCCC2)cc1,x,0,13,-1,9,10,-1,16
O=C(NCC1CCCO1)c1cc(-c2ccccc2)nc2ccccc12 (stereo not drawn),x,x,5,x,-10,x,19,5
O=C(CSc1ccc(-c2cccs2)nn1)Nc1ccccc1F,x,x,3,x,5,x,-11,2
COc1ccccc1CN(C)C(=O)c1cccc(S(=O)(=O)N2CCCc3ccccc32)c1,0,1,14,-4,9,-18,x,-20
CC(=O)c1c(N)c(C#N)c(C)n1-c1ccc(Br)cc1,-34,8,x,1,x,-8,x,-1
O=C(O)/C=C\C(=O)Nc1ccc(N2CCN(c3ccc(F)cc3)CC2)cc1,x,1,15,-8,31,5,16,4
O=c1cc(CSc2ccc(Cl)cc2)nc(N2CCCCC2)[nH]1,7,0,2,2,x,5,x,6
Cc1c(-c2ccccc2)nc2ccccc2c1C(=O)Nc1ccncc1,-7,7,3,0,-9,5,-13,3
O=C(C[C@@H]1CC[C@H](NC(=O)Nc2cccc(F)c2)[C@H](CO)O1)NCC1CCCCC1,3,-1,9,3,6,-1,-1,4
COc1ccc(S(=O)(=O)N(CC(=O)NCc2cccnc2)C2CCCCC2)cc1OC,8,0,10,0,-6,-6,11,-5
Cc1cccc(-c2ocnc2C(=O)Nc2ccccc2C(=O)N2CCCC2)c1,x,4,17,-1,-11,-34,2,0
Cc1onc(-c2ccccc2)c1C(=O)NNC(=S)NC(=O)/C=C/c1ccccc1,x,x,35,x,1,x,-11,32
Cc1cc(C)nc(N(C#N)S(=O)(=O)c2ccccc2Cl)n1,13,-2,8,6,x,6,x,-17
CN1CCc2c(sc(/N=C/c3ccco3)c2C(N)=O)C1,7,-2,11,5,x,4,x,-1
COc1ccc(OC)c(NC(=O)CSc2nnc(C3CCCCC3)n2-c2ccccc2)c1,3,-1,31,2,x,4,x,1
CN(C)C(=O)C[C@H]1CC[C@H]2[C@@H](COC[C@@H](O)CN2CC2CC2)O1,2,0,-27,-2,-20,-8,17,-7
O=C(NC(=O)c1ccncc1)NC(c1ccccc1)c1ccccc1,-3,0,x,4,7,16,-1,-4
CCCCOc1ccc(Cl)cc1CSc1nnc(CC)n1N,1,2,x,-2,11,56,-41,-2
C[C@@H]1CN([C@@H](C)CO)C(=O)Cc2cc(NS(C)(=O)=O)ccc2O[C@@H]1CN(C)S(=O)(=O)c1ccc(Cl)cc1,12,-3,-2,1,-25,-20,-6,7
O=C(O)C1=NN(c2ccccc2)C(=O)CC1,9,4,-8,-2,-3,7,1,-4
O=C(c1ccc(NS(=O)(=O)c2cccc3cccnc23)cc1)N1CCOCC1,-1,-1,x,3,x,x,x,-1

# Among those listed so far, these contain an aryl methoxy group.
SMILES,PGC1a acetyl inh,Cneo AK release,PAX8 reporter,PglD DTNB,LGR2 inh,C2C12 statin,INS-1E GSIS act,ARNT TACC3 PPI
COc1ccc(C#Cc2ccc([C@H]3[C@H]4CN(C(C)=O)CC(=O)N4[C@H]3CO)cc2)cc1,1,x,-15,x,-6,x,-13,x
COCC#Cc1cnc2c(c1)C(=O)N([C@@H](C)CO)C[C@H](C)[C@@H](CN(C)C(=O)Nc1ccc(OC)cc1)O2,4,0,1,-2,6,17,10,0
COC(=O)CCSCC(=O)N1N=C(c2ccc(OC)cc2)CC1c1cccc(OC)c1OC (stereo not drawn),x,x,6,x,-40,x,16,29
COc1ccc(C(CNC(=O)c2ccc(S(=O)(=O)N(C)C)cc2)N(C)C)cc1 (stereo not drawn),4,x,-3,x,5,x,3,3
CCC(C(=O)OCC(=O)Nc1cccc(OC)c1)c1ccccc1 (stereo not drawn),-9,1,-4,4,1,0,-17,-7
COc1ccc(NC(=O)CN(C)C(=O)CNC(=O)Cc2cccc3ccccc23)cc1,5,1,13,1,0,2,6,-3
COc1ccc(S(=O)(=O)N2CCc3ccccc32)cc1C(=O)Nc1ccc(NC(C)=O)cc1,5,-2,21,0,-5,-4,-4,6
COc1ccc(-c2cn(-c3ccc(Cl)cc3)c3[n+]2CCCCC3)cc1,x,x,40,x,-1,x,-2,-1
COc1ccc(S(=O)(=O)N2CCCCCC2)cc1C(=O)NCc1ccccc1Cl,-12,-2,6,-1,17,-39,-23,4
COc1ccccc1CN(C)C(=O)c1cccc(S(=O)(=O)N2CCCc3ccccc32)c1,0,1,14,-4,9,-18,x,-20
COc1ccc(S(=O)(=O)N(CC(=O)NCc2cccnc2)C2CCCCC2)cc1OC,8,0,10,0,-6,-6,11,-5
COc1ccc(OC)c(NC(=O)CSc2nnc(C3CCCCC3)n2-c2ccccc2)c1,3,-1,31,2,x,4,x,1
